From PubChem
PolyA inhibitor = yeast polyadenylation inhibition; S. cerevisiae SKY197-pL101 polyadenylation reporter, beta-gal luminescence; efflux-impaired pdr1/pdr3 knockout yeast; score 100 = 6 SD above DMSO; calls only at 12 µM; 0.02% of 300,000 active;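 active means lowest replicate activity score at least 50, where 100 means six control SD above control mean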;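 further: yeast exposed to compound for 9 h at 30 °C; higher score means more reporter readthrough which indicates perturbed polyadenylation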
HDAC3 inhib = inhibitors of human histone deacetylase 3 | O15379 | recombinant HDAC3, fluorogenic peptide/trypsin coupled, fluorescence | inhibition, % at 8.3 µM | 0.15% of 320,000 active | AID 2718; in the data active means inhibition above about 26%, passing the limit was not always enough
GSK3A inh = human GSK-3 alpha kinase inhibition. 0.1% of 320,000 active. AID 2650. inhibition, % at 10 µM. P49840. ADP-Glo luminescence, 60 min;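 in the data active means inhibition above about 50%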;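 further: GST-tagged GSK-3 alpha with peptide substrate and 25 µM ATP; 0% = DMSO neutral wells and 100% = GW8510 positive control wells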
KCNQ1 act = potentiates or activates the human KCNQ1 potassium channel. P51787. 0.35% of 310,000 active. AID 2648. CHO-K1 KCNQ1, thallium flux FluxOR fluorescence; stronger effect = higher value. B-score at 10 µM;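 active means fluorescence ratio B-score, a plate-corrected score, at least three library SD, with initial intensity B-score within 5 SD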
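assay system = CHO-K1 cells stably expressing KCNQ1 | medium = assay buffer, equal DMSO in all wells | timing = 37 °C overnight plating, 90-min dark dye load, 20-min compound pretreatment | measured by = kinetic FluxOR thallium fluorescence, 10-s 1-Hz baseline, 110-s post-stimulus read | measure = fluorescence change relative to baseline, converted to B score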
KCNK9 block = human KCNK9 channel inhibition. 1.2% of 310,000 active. HEK293 KCNK9, FluxOR thallium flux fluorescence; stronger effect = lower value. Q9NPC2. B-score at 10 µM;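 active means ratio B-score over 3 SD below the library mean, with starting fluorescence within 5 SD of its mean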;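 further: negative B-score means less thallium flux so channel inhibition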
RGS4 pot = RGS4 potentiation or activation; HEK293 M3R/inducible RGS4, carbachol calcium flux Fluo4; stronger effect = lower value; B-score at 10 µM; 0.92% of 310,000 active; AID 463111;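 active means B-score of the integrated calcium signal more than 4 SD below the library mean, with starting fluorescence not abnormally high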;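 further: negative B-score means reduced calcium response which marks RGS4 activation or potentiation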
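test system = M3R-expressing HEK293 line, RGS4 induced by doxycycline | probe or stimulus = carbachol at ECmax as muscarinic agonist stimulus | timing = dye loading 30 min 37 °C, buffer rest 30 min RT | signal = calcium dye Fluo4 fluorescence | evaluation = B score from integrated fluorescence ratio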
GSK3B inh = inhibitors of human GSK3beta kinase | activity score (negative = inhibition), % at 10 µM | GST-GSK3beta kinase, ADP-Glo luminescence, 60 min; stronger effect = lower value | AID 2097 | 0.038% of 300,000 active | P49841;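 active means more than half of replicate wells score below -50%, meaning over 50% inhibition versus plate controls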;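 further: 0% = median DMSO wells and -100% = median GW8510 positive control wells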
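Test system: GST-fused GSK3beta enzyme, cell-free | Quantity: 1.6 ng GST-GSK3beta enzyme per well | Reagent: 25 µM ATP with peptide substrate | Schedule: 60 min enzyme reaction, room temperature | Signal: Luminescent ADP-Glo measurement of ADP formed | Read-out basis: Score relative to plate controls | Control set: DMSO and 20 µM GW8510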
KCNQ1 block = inhibitors of human KCNQ1 potassium channel. 1.3% of 310,000 active. B-score at 10 µM. P51787. CHO-K1 KCNQ1, FluxOR thallium flux fluorescence; stronger effect = higher value;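 active means compounds whose thallium flux B-score, printed positive for inhibition, exceeds three library SD while starting fluorescence stays within three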;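 further: channel opened by potassium depolarization with thallium stimulus after 20 min compound exposure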
KCNK3 block = human KCNK3 channel inhibition, primary screen; CHO-KCNK3 thallium flux, FluxOR fluorescence; stronger effect = lower value; B-score at 10 µM; 0.84% of 340,000 active; AID 602410;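 active means B-score under library mean minus 4 SD, starting fluorescence ratio at most library mean plus 5 SD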;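 further: more negative B-score means stronger inhibition of thallium flux through KCNK3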
Dyrk1A ADPGlo = blocks rat Dyrk1A kinase activity; AID 504441; ADP-Glo luminescence, NFATc1 peptide; 0.43% of 310,000 active; inhibition, % at 12.5 µM; Q63470; in the data active means inhibition above about 50%;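 further: plate controls were vehicle with enzyme for no effect and no enzyme for full effect; many of its hits are not listed in these tables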
hERG protect = compounds protecting human hERG from proarrhythmic drug block. Q12809. CHO-hERG, FluxOR thallium flux, dofetilide IC70 present. activation (rescue from dofetilide block), less the hit threshold, % at 10 µM. 0.51% of 310,000 active;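 active means activation above the mean of controls blocked by dofetilide plus 5 SD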;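 further: thallium influx through hERG after potassium depolarization seen as dye fluorescence rise; in these data hits start at about 4.7%; inactives centre near -7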
Target sequence (Q12809 whole entry, looked up): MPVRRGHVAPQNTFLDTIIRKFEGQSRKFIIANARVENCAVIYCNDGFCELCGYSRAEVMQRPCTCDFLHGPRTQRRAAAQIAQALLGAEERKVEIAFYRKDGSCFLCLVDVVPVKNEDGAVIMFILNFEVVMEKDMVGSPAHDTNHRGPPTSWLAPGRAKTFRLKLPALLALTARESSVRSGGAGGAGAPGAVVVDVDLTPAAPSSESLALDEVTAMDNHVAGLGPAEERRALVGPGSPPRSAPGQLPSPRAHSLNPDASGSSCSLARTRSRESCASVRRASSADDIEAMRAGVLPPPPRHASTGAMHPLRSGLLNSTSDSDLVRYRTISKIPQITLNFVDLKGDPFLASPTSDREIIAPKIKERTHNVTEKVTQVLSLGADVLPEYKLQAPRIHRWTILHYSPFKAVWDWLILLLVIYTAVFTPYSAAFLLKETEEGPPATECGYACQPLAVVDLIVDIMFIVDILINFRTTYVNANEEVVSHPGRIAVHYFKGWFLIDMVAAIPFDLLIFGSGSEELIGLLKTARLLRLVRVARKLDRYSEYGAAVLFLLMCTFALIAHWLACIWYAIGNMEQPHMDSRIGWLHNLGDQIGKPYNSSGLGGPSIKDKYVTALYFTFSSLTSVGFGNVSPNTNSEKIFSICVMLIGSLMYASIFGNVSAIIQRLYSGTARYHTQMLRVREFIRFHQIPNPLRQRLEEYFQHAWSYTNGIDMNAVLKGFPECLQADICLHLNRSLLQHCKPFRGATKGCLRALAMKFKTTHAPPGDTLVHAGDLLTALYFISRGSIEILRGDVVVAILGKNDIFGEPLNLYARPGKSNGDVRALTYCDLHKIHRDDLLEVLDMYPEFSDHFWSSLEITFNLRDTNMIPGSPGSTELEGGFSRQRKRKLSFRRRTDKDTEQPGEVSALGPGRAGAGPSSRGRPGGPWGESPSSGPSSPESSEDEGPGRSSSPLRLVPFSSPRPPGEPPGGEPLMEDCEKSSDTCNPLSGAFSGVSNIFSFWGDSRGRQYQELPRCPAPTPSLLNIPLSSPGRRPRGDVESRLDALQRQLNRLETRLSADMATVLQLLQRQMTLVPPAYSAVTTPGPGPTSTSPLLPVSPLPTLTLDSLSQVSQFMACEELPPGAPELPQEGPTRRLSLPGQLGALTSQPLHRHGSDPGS
Active calls of the source: *; i = inactive; / = not tested or not shown.

SMILES	PolyA inhibitor	HDAC3 inhib	GSK3A inh	KCNQ1 act	KCNK9 block	RGS4 pot	GSK3B inh	KCNQ1 block	KCNK3 block	Dyrk1A ADPGlo	hERG protect
Cc1ccc(NS(=O)(=O)c2ccc3c(c2)NC(=O)CO3)c(C)c1	i	10	-2	i	i	i	0	i	i	-5	-11
Clc1ccc(-c2noc(COc3ccccc3)n2)cc1	i	-11	-1	i	i	i	1	i	i	1	-9
CCC(C)[C@H](NC(=O)Nc1ccc(Oc2ccccc2)cc1)C(=O)O (some centres undefined)	i	-4	-7	i	i	i	4	i	i	-2	-7
CCN(CC)CCN1C(=O)c2oc3ccc(F)cc3c(=O)c2C1c1ccncc1 (centres undefined)	i	-9	1	i	i	i	-1	i	i	6	-8
CC1Cc2ccccc2N1C(=O)CN1C(=O)NC(C)(CCc2ccccc2)C1=O (centres undefined)	i	4	1	i	i	i	-1	i	i	3	-7
Cc1ccc(N2CC(C(=O)Nc3nnc(SCc4ccccn4)s3)CC2=O)cc1 (centres undefined)	i	-4	-1	i	i	i	1	i	i	-1	-5
COc1ccc(CCNC(=O)C2C3CCC(C3)C2C(=O)O)cc1OC (centres undefined)	i	6	-1	i	i	i	-7	i	i	14	-5
O=C(Nc1cc(S(=O)(=O)N2CCOCC2)ccc1N1CCCC1)c1cnccn1	i	-4	-3	i	i	i	-5	i	i	-1	-7
CCC(=O)c1ccc(OC)c(OC)c1O	i	-1	-2	i	i	i	1	i	i	-2	-3
COc1cc(C)c(NC(=O)C(=S)N2CCCC2)cc1C	i	-14	1	i	i	i	2	i	i	3	-16
Cc1ccc(NC(=O)CN2C(=S)NC(C)(C)CC2C)cc1Cl (centres undefined)	/	-2	-5	i	i	i	0	i	i	/	-6
CCCCNC(=O)CCn1c(=O)c2ccccc2n(Cc2ccc(F)cc2)c1=O	i	4	-2	i	i	i	-2	i	i	-6	-3
COc1ccc(CCNC(=O)C(=O)NCC2OCCN2S(=O)(=O)c2ccc(F)cc2)cc1 (centres undefined)	i	-1	0	i	i	i	3	i	i	1	-6
O=C(NNC(=O)C12CC3CC(CC(C3)C1)C2)c1ccccc1F	i	-3	2	i	i	i	2	i	i	-5	-4
CN(C)C1=NC[C@H](Cc2ccccc2)N1CC1CCC(C(C)(C)C)CC1 (some centres undefined)	i	-9	5	i	i	i	-5	7*	i	10	-7
CCOCCn1c(=O)c2c(nc3n2CC(C)CN3Cc2ccccc2)n(C)c1=O (centres undefined)	i	1	-11	i	i	i	3	i	i	-4	-3
COc1cccc(NC(=S)NC(=O)c2cncc(Br)c2)c1	i	-4	-3	i	i	i	1	i	i	7	-7
Cc1cc(C(=O)N/N=C/c2cc(Br)cc([N+](=O)[O-])c2O)c2ccccc2n1	i	5	1	i	i	i	2	i	i	-2	-7
N#Cc1c(N)n(-c2ccc(N)cc2)c2nc3ccccc3nc12	i	1	7	i	i	i	-19	i	i	/	-2
O=C(Nc1ccc2oc(-c3ccccc3)nc2c1)c1ccncc1	i	3	-3	i	i	i	1	i	i	-2	-3
CCCCC(CC)C(=O)NCc1ccc(F)cc1 (centres undefined)	i	-3	-2	i	i	i	1	i	i	-3	-6
CC(=O)N(/C=C1\SC(=S)N(c2ccccc2)C1=O)c1ccccc1	i	8	0	i	i	i	1	i	i	0	-12
COCCn1nnnc1C(c1cccc(C(F)(F)F)c1)N1CCOCC1 (centres undefined)	i	-8	-2	i	i	i	-1	i	i	2	-3
CC(=O)Nc1ccc(NC(=O)[C@@H]2CCCN2S(=O)(=O)c2ccc3c(c2)OCCO3)cc1	i	1	-3	i	i	i	-2	i	i	/	-3
CN(c1ccccc1)S(=O)(=O)c1ccc(C(=O)Nc2ccncc2)cc1	i	-5	-1	i	i	i	0	i	i	3	-10

In a second layout: entries from further up
mol | PolyA inhibitor | HDAC3 inhib | GSK3A inh | KCNQ1 act | KCNK9 block | RGS4 pot | GSK3B inh | KCNQ1 block | KCNK3 block | Dyrk1A ADPGlo | hERG protect
COCCn1nnnc1C(c1cccc(C(F)(F)F)c1)N1CCOCC1 (centres undefined) | i | -8 | -2 | i | i | i | -1 | i | i | 2 | -3
CC1Cc2ccccc2N1C(=O)CN1C(=O)NC(C)(CCc2ccccc2)C1=O (centres undefined) | i | 4 | 1 | i | i | i | -1 | i | i | 3 | -7
CCOCCn1c(=O)c2c(nc3n2CC(C)CN3Cc2ccccc2)n(C)c1=O (centres undefined) | i | 1 | -11 | i | i | i | 3 | i | i | -4 | -3

Continuation.
SMILES	PolyA inhibitor	HDAC3 inhib	GSK3A inh	KCNQ1 act	KCNK9 block	RGS4 pot	GSK3B inh	KCNQ1 block	KCNK3 block	Dyrk1A ADPGlo	hERG protect
COc1cc2c(c(OC)c1O)C(=O)CO2	i	-3	2	i	i	i	0	i	i	-3	-4
O=C(CSc1nnc(CNc2ccccc2)o1)N1CCCc2ccccc21	i	-2	-3	i	i	i	-2	i	i	0	-7
CCOC(=O)c1ccccc1NC(=S)N1CCC(N2CCCCC2)CC1	i	3	-2	i	i	i	-2	i	i	-1	-6
COc1cccc(OC)c1C(=O)NCCN1CCN(C(=O)c2c(OC)cccc2OC)CC1	i	/	-3	i	i	i	2	i	i	-4	0
CCn1cnc2c(oc3ccccc32)c1=O	i	-2	0	i	i	i	2	i	i	/	-8
CCN(CC)CCN(C(=O)Cn1nnc(-c2ccc(C)o2)n1)C(C(=O)NC1CCCC1)c1ccc(F)cc1 (centres undefined)	i	/	/	i	i	i	11	i	i	-5	-6
CCOC(=O)C1CCCN(C(=O)C2CCCN(S(=O)(=O)c3ccc4c(c3)oc(=O)n4C)C2)C1 (centres undefined)	i	-4	-1	i	i	i	-1	i	i	1	-10
CSc1ccc(/C=C/C(=O)c2ccc(NC(=O)Cc3ccccc3)cc2)cc1	i	9	/	i	i	i	1	i	i	3	-6
O=C1C=C(NCCN2CCOCC2)C(=O)c2cnccc21	i	2	4	i	i	i	-7	i	/	/	-1
O=C(NCc1ccc(Cl)cc1Cl)C(=O)N1CCCCC1	i	-1	1	i	i	i	0	i	i	0	-7
CC(=O)n1cc([C@@H]2C=C(C(=O)O)O[C@H](OCc3ccc(CO)cc3)C2)c2ccccc21	i	3	-1	i	i	i	1	i	i	6	-3
C=CCOC(=O)c1ccc(-n2cnc(C)n2)nc1	i	0	0	i	i	i	0	i	i	0	-8
CCOC(=O)c1cnn2c(C(F)(F)F)cc(-c3cn(C)nc3C)nc12	i	-6	-1	i	i	i	-5	i	i	-2	-7
Cc1ccc2[nH]c3c(=O)n(CCN4CCOCC4)cnc3c2c1	i	-18	/	i	i	i	-6	i	i	-4	-2
CCSc1nc2sc3c(c2c(=O)[nH]1)CCCC3	i	1	-2	i	i	i	4	i	i	3	-9
Cc1cc(C(=O)CSc2nc3ccccc3c(=O)n2C)c(C)n1CC1CCCO1 (centres undefined)	i	/	/	i	i	i	1	i	/	/	-16
O=C(NNS(=O)(=O)c1ccc(Br)cc1)c1ccccc1-n1cccc1	i	-9	-2	i	i	i	2	i	i	-4	-9
CCOC(=O)CC(NC(=O)C(CC)c1ccccc1)c1ccccc1Cl (centres undefined)	i	/	/	i	i	i	0	i	i	-3	-16
CCS(=O)(=O)N1CCC(C(=O)Nc2cc(Cl)ccc2O)CC1	i	7	0	i	i	i	0	i	i	2	-15
COc1cc(C=C(C(C)=O)C(C)=O)ccc1O	i	4	-2	i	i	i	-3	i	i	0	-5
CCOC(=O)CNC(=O)c1cc(OC)cc(OC)c1	i	-1	-3	i	i	i	2	i	i	4	-2
COc1cc(C2C(C(=O)c3ccc(C)o3)=C(O)C(=O)N2c2cc(C)on2)ccc1OCc1ccccc1 (centres undefined)	i	7	-1	i	i	i	-2	i	i	1	-7
Cn1c(=O)c(C#N)c(-c2ccccc2)n2cnnc12	i	2	-4	i	i	i	0	i	i	-4	-1
O=C(NCCc1ccccc1)c1cccnc1	i	-6	-1	i	i	i	-3	i	i	3	-7
CC1CN(C(=O)COC(=O)c2ccc(F)cc2Cl)CC(C)O1 (centres undefined)	i	-1	-1	i	i	i	0	i	i	3	-7

A different layout for five compounds above:
structure | PolyA inhibitor | HDAC3 inhib | GSK3A inh | KCNQ1 act | KCNK9 block | RGS4 pot | GSK3B inh | KCNQ1 block | KCNK3 block | Dyrk1A ADPGlo | hERG protect
O=C1C=C(NCCN2CCOCC2)C(=O)c2cnccc21 | i | 2 | 4 | i | i | i | -7 | i | / | / | -1
O=C(NCc1ccc(Cl)cc1Cl)C(=O)N1CCCCC1 | i | -1 | 1 | i | i | i | 0 | i | i | 0 | -7
CC(=O)n1cc([C@@H]2C=C(C(=O)O)O[C@H](OCc3ccc(CO)cc3)C2)c2ccccc21 | i | 3 | -1 | i | i | i | 1 | i | i | 6 | -3
C=CCOC(=O)c1ccc(-n2cnc(C)n2)nc1 | i | 0 | 0 | i | i | i | 0 | i | i | 0 | -8
CCOC(=O)c1cnn2c(C(F)(F)F)cc(-c3cn(C)nc3C)nc12 | i | -6 | -1 | i | i | i | -5 | i | i | -2 | -7

Going on with the list:
SMILES	PolyA inhibitor	HDAC3 inhib	GSK3A inh	KCNQ1 act	KCNK9 block	RGS4 pot	GSK3B inh	KCNQ1 block	KCNK3 block	Dyrk1A ADPGlo	hERG protect
O=C(CSc1nc(O)cc(=O)n1-c1ccccc1)c1ccc(Br)cc1	/	16	-1	i	i	i	-1	i	i	/	-8
COC(=O)c1ccc(C)c(NC(=O)Cc2ccc([N+](=O)[O-])cc2)c1	i	4	4	i	i	i	-2	i	/	/	-6
O=C(c1ccc(-c2ccccc2)cc1)N1CCC(C(=O)N2CCCC2)CC1	i	-4	-1	i	i	i	-2	i	i	-4	1
CN(C)c1ccc(/C=c2\sc3nc(-c4ccccc4)nn3c2=O)cc1	i	/	/	i	i	i	2	i	/	/	-15
COc1cc(N2C(=O)CSC23C(=O)Nc2ccccc23)cc(OC)c1OC (centres undefined)	/	-5	-5	i	i	i	5	i	i	-1	-5
Cc1cccc(/C=N/n2c(C3CCCCC3)n[nH]c2=S)c1	i	10	17	i	i	i	0	i	i	37	-4
COc1ccc(C)cc1S(=O)(=O)N(C)CC(=O)Nc1ccc2c(c1)OCCO2	i	-6	3	i	i	i	0	i	i	2	-7
Cc1ccc(NC(=O)c2ncc(Cl)c(Cl)c2Cl)cc1C	i	3	1	i	i	i	-5	i	i	-1	-7
CC/C(=N/NC(=O)c1ccc(Br)o1)c1ccc(Cl)cc1	i	1	-2	10*	i	i	4	i	i	1	-1
CCOC(=O)c1ccc(N=c2ssnc2Cl)cc1	i	/	/	i	i	i	5	i	i	1	-10

Some of the compounds tested; the hit share may differ from the screen's.
